# AmpC det inh = blocks E. coli AmpC beta-lactamase in presence of detergent; Potency, µM (series often up to 28.7 µM), without a hit: at the top dose activity change, negative = inhibition; 71,000 compounds, 0.09% hits; purified AmpC, nitrocefin hydrolysis with detergent; active = well fitted curve in the direction sought with a large enough effect
# Target sequence (P00811 whole entry, looked up): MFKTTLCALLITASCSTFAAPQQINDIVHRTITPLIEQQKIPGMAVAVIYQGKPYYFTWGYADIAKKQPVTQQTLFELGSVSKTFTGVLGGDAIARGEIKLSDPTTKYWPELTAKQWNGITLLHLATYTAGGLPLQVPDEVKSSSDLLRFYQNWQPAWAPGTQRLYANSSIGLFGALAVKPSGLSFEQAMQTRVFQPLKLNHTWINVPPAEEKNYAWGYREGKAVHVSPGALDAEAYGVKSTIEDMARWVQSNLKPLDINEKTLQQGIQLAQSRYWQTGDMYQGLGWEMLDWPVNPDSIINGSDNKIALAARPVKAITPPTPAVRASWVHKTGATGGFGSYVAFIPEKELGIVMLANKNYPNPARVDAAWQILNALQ
#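 E. coli AmpC (5.3 nM) in 20 mM phosphate pH 7.0 with 0.01% Triton X-100, preincubated 15 min RT with compound; nitrocefin (2 uL of 800 uM stock) hydrolysis followed by 480 nm absorbance every 20 s over 4 min.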
# An asterisk follows results filed as active; [ ] = another dose, or the depositor's remark. % is set by controls: 0 for no effect and ±100 for the full control effect; potency is the fitted concentration of half-maximal effect. Only part of the results is shown. The share of hits here may be higher or lower than overall.
SMILES,AmpC det inh
Cc1ccccc1OCC(=O)Nc1cccc(N(C)S(C)(=O)=O)c1,-4.8%
CCOC(=O)Cc1csc(NC(=O)CSc2nnnn2-c2ccc(F)cc2)n1,6.4%
CC(=O)c1n[nH]nc1Nc1nc(C)cc(C)n1,-4.0%
COc1ccc(OCCSc2ncccn2)cc1,-2.5%
O=C(CSc1nnnn1Cc1ccccc1)NCCc1ccccc1,-1.4%
CC/C(CC(C)(C)c1ccccc1)=N\O,8.1%
O=C(c1cnccn1)N1CCC2(CCCN(c3ccccc3)C2)CC1,-0.2%
O=C(O)CS(=O)(=O)CC(=O)O,-5.3%
CCn1cc(C(=O)N2CCN(c3ccccn3)CC2)c2cc(OC)c(OC)cc2c1=O,11.7%
COc1ccc(C(=O)N(Cc2ccco2)Cc2cc3cc(C)ccc3[nH]c2=O)cc1OC,-2.1%
Cc1ccccc1Cn1ccc(NC(=O)c2onc(C)c2Cl)n1,1.3%
CCC(C)Sc1nnc(Cc2cc(=O)[nH]c(=O)[nH]2)n1-c1ccc(OC)cc1 (stereo not drawn),13.0%
CS(=O)(=O)N1CCN(c2nc(-c3ccccc3)cs2)CC1,3.1%
CCOC(=O)CSc1nc2ccc(NC(C)=O)cc2s1,-3.2%
CS(=O)(=O)N(CC(=O)N1CCC(C(N)=O)CC1)C1CCCCC1,0.7%
Cc1cc2ncn(N)c2cc1C,16.6%
Cc1occc1C(=O)Nc1cccc2ccccc12,-8.0%
CCn1c(=O)n(CC(=O)N2CCC3(CC2)OCCO3)c(=O)c2ccccc21,-3.0%
CCC(=O)N1CCN(C(=O)c2ccccc2)CC1,-1.4%
CCOC(=O)CN1C(=O)C(C)(C)Oc2ccc(C(=O)Nc3ccccc3OC)cc21,-6.7%

# A few values from above.
# `Cc1cc2ncn(N)c2cc1C` @ AmpC det inh: 16.6%
# `Cc1ccccc1Cn1ccc(NC(=O)c2onc(C)c2Cl)n1` @ AmpC det inh: 1.3%
# `CS(=O)(=O)N1CCN(c2nc(-c3ccccc3)cs2)CC1` @ AmpC det inh: 3.1%
# `CCn1cc(C(=O)N2CCN(c3ccccn3)CC2)c2cc(OC)c(OC)cc2c1=O` @ AmpC det inh: 11.7%

# (continued)
SMILES,AmpC det inh
Cn1c(=O)c2ncn(CC(=O)Nc3cc(C(F)(F)F)ccc3N3CCOCC3)c2n(C)c1=O,-7.5%
CN(C)C(=O)COc1ccc2ccc(=O)oc2c1,9.3%
Cn1c(C(=O)Nc2ccc3c(c2)OCO3)cc2sccc21,-2.9%
CC(C)C(=O)Nc1ccc2c(c1)C(=O)N(CCC(=O)O)C2=O,-3.0%
CCOC(=O)C1CCN(C(=O)c2ccco2)CC1,10.4%
Cn1c(Cn2c(=O)sc3ccccc32)nnc1SCC(=O)N1CCCC1,27.3%
CC1CCCC(C)N1CC(O)COc1ccc(Cl)cc1 (stereo not drawn),-0.8%
CN(C)S(=O)(=O)c1cccc2nsnc12,13.7%
CC(C)(C)NS(=O)(=O)c1ccc(OCC(=O)Nc2ccc3c(c2)OCCO3)cc1,1.5%
COC(=O)N1[C@H](Cc2ccccc2)C=C[C@]1(C)C(=O)O,15.1%
CC(=O)N1CCC(C(=O)Nc2nc(-c3ccccc3)ns2)CC1,-4.1%
O=S(=O)(c1ccc(OCC(O)CNCc2ccco2)c(Cl)c1)N1CCOCC1 (stereo not drawn),10.9%
Cc1nnc(SCc2nc3ccccc3s2)n1-c1ccccc1,-5.2%
CC1=NC(C(F)(F)F)(C(F)(F)F)C2=C(CC(C)(C)CC2=O)N1Cc1ccco1,-4.3%
CCn1c(N)c(C(=O)NCC2CCCO2)sc1=S (stereo not drawn),-4.7%
COc1ccc(-c2cn3cccnc3n2)cc1NC(=O)c1ccc(Br)o1,-4.5%
Cn1c(CCN2CCCCC2)nc2cc(NS(=O)(=O)c3ccc(Cl)cc3)ccc21,0.2%
c1ccc(-n2cnc3cc(NCc4ccccn4)ccc32)cc1,8.0%
COC(=O)CSc1nnc(CNS(=O)(=O)c2ccc(C)cc2)n1C,0.3%
COc1ccc(-c2nnc(SCC(=O)N3CCCCC3)o2)cc1OC,4.1%
Cc1ccccc1NC(=O)C1CCCN(S(=O)(=O)c2c(C)noc2C)C1 (stereo not drawn),-2.9%
O=C(Oc1ccc2c(c1)OCO2)c1cccs1,6.6%
O=C1C2C3C=CC(C3)C2C(=O)N1CNc1ccc(O)cc1 (stereo not drawn),0.7%
CO/N=C(\C(=O)N[C@@H]1C(=O)N2C(C(=O)O)=C(COC(C)=O)CS[C@@H]12)c1csc(N)n1,1.26µM*
O=C1CCCN1CCCNc1ncnc2c1[nH]c1ccc(Cl)cc12,-0.5%
CCOC(=O)CCc1c(C)nc2cc(-c3ccc(F)cc3)[nH]n2c1=O,6.3%
O=C(CN1CCN(Cc2ccccc2F)C1=O)NCc1cccnc1,12.8%
COc1ccccc1N1CCN(Cc2cccc(OC)c2O)CC1,-2.4%
O=C(CSc1nc2ccccc2c(=O)n1C1CC1)NCc1ccccc1,-0.2%
CCN1C(=O)c2cccc3c(N)ccc1c23,13.7%
c1ccc(Cc2nnc3sc(-c4ccncc4)nn23)cc1,-6.1%
CCCN1C(=O)c2ccccc2NC1c1ccc(OC)cc1OC (stereo not drawn),0.1%
CCOC(=O)c1cc(CNC(=O)c2c(C)oc3c2CCCC3)c(C)o1,-2.4%
COc1ccc(C(=O)N2CCC3(CC2)CCN(c2ccccc2)CC3)cc1,-1.8%
CCN(CC)C(=O)Cc1cc(C(=O)O)c2ccccc2n1,-1.2%
CN(C)C(=O)N1CCC(C(=O)NCC2CCCO2)CC1 (stereo not drawn),-0.9%
O=C(CCS(=O)(=O)c1cccs1)N1CCCC1,-2.1%
CCCSc1nnc(-c2ccccc2NC(=O)CC)c(=O)[nH]1,2.3%
CC(=O)C(C)Oc1ccc2c3c(c(=O)oc2c1)CCCC3 (stereo not drawn),3.4%
COc1ccccc1N(CC(O)CN(c1ccccc1)S(C)(=O)=O)S(=O)(=O)c1ccccc1 (stereo not drawn),-0.1%

# An excerpt of these results, with tabs.
SMILES	AmpC det inh
O=S(=O)(c1ccc(OCC(O)CNCc2ccco2)c(Cl)c1)N1CCOCC1 (stereo not drawn)	10.9%
CCC(C)Sc1nnc(Cc2cc(=O)[nH]c(=O)[nH]2)n1-c1ccc(OC)cc1 (stereo not drawn)	13.0%
COc1ccc(C(=O)N2CCC3(CC2)CCN(c2ccccc2)CC3)cc1	-1.8%
CN(C)S(=O)(=O)c1cccc2nsnc12	13.7%
COc1ccc(OCCSc2ncccn2)cc1	-2.5%

# Reformatted with each value named: part of the list above
mol: COc1ccc(C(=O)N2CCC3(CC2)CCN(c2ccccc2)CC3)cc1
  AmpC det inh = -1.8%
mol: CCN(CC)C(=O)Cc1cc(C(=O)O)c2ccccc2n1
  AmpC det inh = -1.2%
mol: CN(C)C(=O)N1CCC(C(=O)NCC2CCCO2)CC1 (stereo not drawn)
  AmpC det inh = -0.9%
mol: O=C(CCS(=O)(=O)c1cccs1)N1CCCC1
  AmpC det inh = -2.1%

# The listing continues:
SMILES,AmpC det inh
CCOC(=O)C1CCN(C(=O)C2CCN(S(=O)(=O)c3cc(Cl)ccc3Cl)CC2)CC1,-1.3%
C=CCN(CC=C)C(=O)C1CC(=O)N(c2ccc(Br)cc2)C1 (stereo not drawn),-1.6%
CCN1C(=O)C2(C(C#N)=C(N)Oc3cc(C)oc(=O)c32)c2ccccc21 (stereo not drawn),-2.3%
CCOCCCNC(=O)CCCn1nc(C)n2c(cc3sccc32)c1=O,9.5%
CC1Cc2nc(SCC(=O)N3CCCC3)n(C)c(=O)c2S1 (stereo not drawn),11.7%
C=Cn1ccnc1P(=S)(c1ccc2c(c1)c1ccccc1n2CC)c1nccn1C=C,-2.0%
CC1CCN(S(=O)(=O)c2cccc(C(N)=O)c2)CC1,-3.5%
CNC(=O)CSc1nnc(-c2cccnc2)n1CCc1ccccc1,3.6%
Cc1cc(C)nc(N(C#N)CN2C(=O)c3ccccc3S2(=O)=O)n1,-1.1%
O=C(CN1CCN(c2ccccc2)CC1)Nc1ccccc1C(F)(F)F,-4.8%
Cc1ncoc1C(=O)Nc1cccc(Cl)c1,-3.5%
O=C(O)C1CCNCC1,-2.9%
O=C(Nc1ccccn1)c1c(O)c2cccc3c2n(c1=O)CCC3,6.7%
COC(=O)c1ccc(CSc2ccccc2C)o1,18.8%
CCN(CC)CCn1c(-c2ccccc2)nc2c(N3CCOCC3)nc(C)nc21,7.7%
COc1ccc(-c2ccc(CCC(=O)O)n2C(C)C)cc1,-1.8%
CCOC(=O)C1CCN(C(C)C(=O)c2c(C)[nH]c3cc(C)ccc23)CC1 (stereo not drawn),-3.7%
Cc1cc(C)c(NC(=O)CS(=O)CC(=O)N2CCN(c3ccccc3)CC2)c(C)c1 (stereo not drawn),11.8%
CCOC(=O)c1[nH]c2ccc(F)cc2c1NC(=O)CN1CCc2cc(OC)c(OC)cc2C1,-1.1%
COc1cccc(Cn2c(=O)cnc3cnc(N(C)C)nc32)c1,-5.0%
CCc1ccccc1NC(=O)COC(=O)C1CC(=O)N(c2ccc(F)cc2)C1 (stereo not drawn),-1.9%
COCCNC(=O)COc1ccccc1Cl,-2.2%
N#CC(C(=O)NC1CCCCC1)c1nc2ccccc2nc1N1CCN(c2ccc(F)cc2)CC1 (stereo not drawn),2.0%
COc1ccc(C)cc1-n1nnnc1SCc1cn2ccsc2n1,-0.9%
Cc1nc2cnc(Nc3ccccc3)nc2n(C[C@H]2CCCO2)c1=O,1.2%
CCOC(=O)C1=C(c2ccccc2)N2CCS(=O)(=O)N=C2S1,2.1%
COc1ccccc1N1CCN(S(=O)(=O)CC23CCC(CC2=O)C3(C)C)CC1 (stereo not drawn),-5.2%
Cc1n[nH]c(C)c1Cc1ccc(C(=O)O)cc1,1.2%
O=C(CSC1=NC(=O)C(Cc2ccccc2)C(=O)N1)Nc1ncccn1 (stereo not drawn),-2.3%
Cn1cnnc1SCC(=O)OCN1C(=O)c2ccccc2C1=O,0.0%
CC(C)(C)C(=O)CSc1nc2ncc(Br)cc2[nH]1,-3.5%
COc1ccccc1CNc1nc2nc(C)c(Cl)c(=O)n2[nH]1,-1.0%
Cc1nnc(SCC(=O)N2CCc3ccccc32)s1,0.2%
COc1ccc2nc(COC(=O)c3ccco3)c(C(C)=O)[n+]([O-])c2c1,-3.3%
Nc1nc(CN2CCc3ccccc3C2)nc(Nc2ccccc2)n1,-3.3%
CCOC(=O)c1sc(/N=C/Nc2nc(C)c(C(=O)OCC)s2)nc1C,-2.7%
O=C(Nc1cccc(Cl)c1)N1CCN(C/C=C/c2ccccc2)CC1,7.8%
O=P(C(c1ccc2c(c1)OCO2)N1CCOCC1)(N1CCOCC1)N1CCOCC1 (stereo not drawn),-3.0%
Cc1ccccc1NC(=O)NCc1ccco1,-2.4%
N=c1cc(C2(O)CCCCC2)n2c(nc3ccccc32)s1,-8.8%
O=C(CN1C(=O)C2C3C=CC(C3)C2C1=O)N1CC=C(c2ccccc2)CC1 (stereo not drawn),-0.6%
Cc1c(N(C)C(=O)c2ccco2)c(=O)n(-c2ccccc2)n1C,-2.6%
C=CCNC(=O)c1scc2c1CCCC2,-0.1%
O=C(c1cccc(F)c1)N1CCC2(CC1)CCN(c1cccc(-c3ccccc3)c1)CC2,-0.1%
O=S(=O)(c1ccccc1)N1CCSC1c1ccco1 (stereo not drawn),-2.7%
Cc1ccc(OC(=O)CCC(=O)N2CCc3ccccc32)cc1,5.3%
CC1=C(C(=O)Nc2ccccc2)C(c2cccnc2)n2nc(-c3cccnc3)nc2N1 (stereo not drawn),-4.7%
CC1=N[C@@](C)(COC(=O)[C@]2(C)N[C@](C)(CO)CO2)COC1=O,-2.6%[5.75 µM]
COc1ccc(N(CC(=O)Nc2cc(C)ccc2C)S(=O)(=O)c2c(C)nn(C)c2C)cc1,2.3%
CC1CN(c2nn3c(=O)c4ccccc4nc3c3ccccc23)CC(C)O1 (stereo not drawn),1.2%
N#Cc1c2n(cnc1=O)CCCCC2,-0.7%
COc1ccccc1-c1nc(-c2ccccn2)no1,9.2%
O=S(=O)(/C=C/c1ccccc1)Nc1ccc(N2CCOCC2)cc1,5.9%
COc1ccc(C2=Nn3c(nnc3-c3ccc(OC)cc3)SC2)cc1,-1.7%
COc1cc(Cl)c(S(=O)(=O)N2CCOCC2)cc1Cl,-1.3%
Cc1ccc2c(c1)NCC(C(=O)NCc1ccccc1)O2 (stereo not drawn),4.7%
O=C(CSc1ncc(-c2ccccc2)n1CC1CCCO1)N1CCCCC1 (stereo not drawn),2.4%
COc1ccc(C2/C(=C(/O)c3ccc(Cl)cc3)C(=O)C(=O)N2CCN2CCOCC2)c(OC)c1 (stereo not drawn),11.6%
O=C(CSc1ccc2nnc(-c3ccc(Cl)cc3)n2n1)N1CCN(c2ccccc2)CC1,12.4%
Cc1ccc(CNc2ccc3c(c2)OCO3)cc1,0.2%

# (listing goes on)
SMILES,AmpC det inh
CC(=O)Nc1cc(NC(C)=O)cc(C(=O)NC(C)(C)C)c1,10.9%
CCCC[C@@H]1C[C@H]1C(NC(=O)c1ccco1)c1ccc(-c2ccccc2)cc1 (stereo partly drawn),-3.3%
Cn1c(=O)cc(SCC(=O)N2CCN(C3CCCCC3)CC2)c2ccccc21,1.0%
COC(=O)c1cc(=O)[nH]c(SCc2cccc(C)c2)n1,4.5%
O=C(C(Cc1ccccc1)n1cccc1)N1CCc2ccccc21 (stereo not drawn),9.0%
O=C(Nc1cccc(F)c1)c1ccc(S(=O)(=O)N2CCOCC2)cc1,13.4%
CC(C)(C)c1cc(C(=O)NCc2cccnc2)ccn1,-4.8%
CCCCCCSc1cc(C)nc2ncnn12,11.6%
O=C(O)CC[C@]1(C(=O)O)CCC(=O)c2ccccc21,-7.3%[5.75 µM]

# At a glance, some entries already given.
SMILES,AmpC det inh
Cc1ccccc1OCC(=O)Nc1cccc(N(C)S(C)(=O)=O)c1,-4.8%
CCOC(=O)Cc1csc(NC(=O)CSc2nnnn2-c2ccc(F)cc2)n1,6.4%
CC(=O)c1n[nH]nc1Nc1nc(C)cc(C)n1,-4.0%
COc1ccc(OCCSc2ncccn2)cc1,-2.5%
O=C(CSc1nnnn1Cc1ccccc1)NCCc1ccccc1,-1.4%

# Screens deposited in PubChem by National Center for Advancing Translational Sciences (NCATS).
